# ERp5 block = inhibitors of human ERp5; Q15084; ERp5 insulin aggregation, absorbance 650 nm, 90 min; inhibition, % at 9.99 µM; actives 0.05% (n = 350,000); AID 651711;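 active means mean replicate inhibition above about 25%, with every replicate also reaching it, limit read from the data, passing the limit was not always enough; inconclusive means only one of those two criteria met; inactive means neither criterion met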
# Target sequence (Q15084 whole entry, looked up): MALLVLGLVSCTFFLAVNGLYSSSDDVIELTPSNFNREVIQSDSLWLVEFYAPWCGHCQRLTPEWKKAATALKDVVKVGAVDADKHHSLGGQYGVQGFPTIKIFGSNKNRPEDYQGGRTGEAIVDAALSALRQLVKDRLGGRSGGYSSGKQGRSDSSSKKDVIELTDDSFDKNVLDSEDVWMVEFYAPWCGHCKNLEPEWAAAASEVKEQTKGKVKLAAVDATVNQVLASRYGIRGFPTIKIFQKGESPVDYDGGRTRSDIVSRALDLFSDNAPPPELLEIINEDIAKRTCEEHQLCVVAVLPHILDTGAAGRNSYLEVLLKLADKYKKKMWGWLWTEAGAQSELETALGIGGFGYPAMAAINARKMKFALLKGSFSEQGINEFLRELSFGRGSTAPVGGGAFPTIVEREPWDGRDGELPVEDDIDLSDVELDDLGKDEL
# ARNT TACC3 PPI = ARNT/TACC3 interaction disruption | Q9Y6A5 | AlphaScreen His-ARNT PAS-B/GST-TACC3 binding, luminescence; TACC3 fragment carries E629A point mutation | inhibition, % at 9.99 µM | actives 0.66% (n = 390,000) | AID 623870;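 active means mean inhibition of replicates at least 50% and at least half of replicates each reaching 50%; inconclusive means half or more replicates reach 50% but mean below 50%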;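 further: 0% = complete ARNT plus TACC3 wells and 100% = ARNT alone without TACC3; many hits fall short of the cut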
# Statin myotox sup = protects C2C12 myotubes from simvastatin toxicity; rescue of ATP level, % at 7.49 µM; ATP luminescence, 48 h; scaled: DMSO 0, geranylgeraniol control 100; actives 0.78% (n = 330,000);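 active means mean ATP rescue above about 67%, or every replicate alone reaching that limit, limit read from the data, passing the limit was not always enough; inconclusive means no clear call, values can overlap the other calls; inactive means mean under the limit and some replicate under it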;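 further: myotubes were challenged with 10 µM simvastatin during compound exposure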
# esBAF inh = blocks esBAF chromatin remodeling in mouse ES cells | reporter increase, % at 12.5 µM | Bmi1-luciferase knock-in reporter, 24 h; 100% = twice the neutral-well signal | actives 2% (n = 350,000); in the data active means activation above about 40%; inconclusive means no clear call, values can overlap the other calls;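 further: 0% = median of the plate's neutral control wells and 100% = double that signal; a rise in the Bmi1 reporter signal indicates esBAF inhibition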
# miR122 inh = miR-122 inhibition in Huh7 cells | Huh7 miR-122 Renilla luciferase sensor, 48 h; neutral wells = 0, positive control = 100 | activation (reporter increase), % at 12.5 µM | actives 0.3% (n = 340,000) | AID 602342;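 active means mean replicate activation score at least 90 and every replicate individually at or above 90; inconclusive means only one of the two criteria met; inactive means neither criterion met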;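 further: higher luciferase means less miR-122 activity so hits act as miR-122 inhibitors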
# SIRT5 inh = sirtuin-5 (human) deacylase inhibition. Q9NXA8. Purified SirT5, succinyl-peptide AMC, trypsin-coupled fluorescence. inhibition, % at 15 µM. actives 1.1% (n = 330,000); in the data active means inhibition above about 15%; inconclusive means no clear call, values can overlap the other calls
# Target sequence (Q9NXA8 whole entry, looked up): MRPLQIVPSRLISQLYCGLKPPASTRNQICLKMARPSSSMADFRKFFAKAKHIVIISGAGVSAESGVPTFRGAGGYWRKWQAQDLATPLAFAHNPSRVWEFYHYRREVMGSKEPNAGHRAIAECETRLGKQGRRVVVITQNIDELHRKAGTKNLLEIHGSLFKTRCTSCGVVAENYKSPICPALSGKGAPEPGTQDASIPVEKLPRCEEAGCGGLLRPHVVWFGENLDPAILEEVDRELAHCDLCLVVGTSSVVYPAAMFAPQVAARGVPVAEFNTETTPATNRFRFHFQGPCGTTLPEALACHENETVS
# Cneo AK release = causes C. neoformans cell lysis. actives 0.2% (n = 360,000). adenylate kinase release luminescence, 4 h; normalised: neutral wells 0, clomiphene wells 100. AID 651654. lysis activity, % at 15 µM;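 active means mean lysis activity across replicates of at least 80%, whatever share of replicates individually reach that level; inactive means mean lysis activity below 80%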
#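 Material: C. neoformans cells; Schedule: 4 h static compound exposure, 37 °C, read 1 h post-reagent; Measured by: adenylate kinase release luminescence; Read-out: signal increase indicating cell lysis; Controls: Clomiphene as positive lysis control.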
# The depositor's hits bear a star; ? = inconclusive; · = not tested or not shown; [ ] = remark or other dose.
SMILES,ERp5 block,ARNT TACC3 PPI,Statin myotox sup,esBAF inh,miR122 inh,SIRT5 inh,Cneo AK release
CC(=O)c1cccc(OCC(=O)OCC(=O)Nc2cc(S(=O)(=O)N3CCCCC3)ccc2C)c1,2,-3,-3,-1,3,·,0
CC1CC(C)(C)CC2(C1)NC(=O)N(CC(=O)N1CCN(S(=O)(=O)c3cccs3)CC1)C2=O (stereo not drawn),4,-1,24,2,25,-1,2
COc1ccc(Nc2nnc(SCC(=O)c3cc(C)n(CC4CCCO4)c3C)s2)cc1 (stereo not drawn),·,4,-17,10,-3,·,-2
O=P(C1=C(N2CCOCC2)/C(=C\c2ccccc2)CC1)(N1CCOCC1)N1CCOCC1,0,4,17,-12,-4,9,2
O=C(Nc1ccccc1C(=O)N1CCN(CCO)CC1)c1cccc([N+](=O)[O-])c1,-1,0,-9,0,1,1,-2
CC(C)CCOCC(=O)Oc1ccccc1C(=O)O,·,-9,-9,-1,1,·,20
Cc1ccc(Cl)cc1NC(=O)CSc1nnc(C)n1-c1ccccc1,·,-4,7,5,-3,·,4
CC(C)(C)C(=O)NC(=S)NNC(=O)c1ccc(-c2ccccc2)cc1,·,26,19,-29,2,·,-2
CC1(C)CN(C(=S)Nc2ccc(F)cc2F)C1=O,1,-9,7,2,-7,-5,0
Cc1c(CCOC(=O)c2cc([N+](=O)[O-])cc([N+](=O)[O-])c2)sc[n+]1CC(=O)c1ccc(Br)cc1,6,11,·,·,·,1,·
CCC1=C(OC(=O)N(CC)CC)N2C(=O)OC(=NCC3CC3)[C@]2(Cc2ccccc2)[C@H]2C1=CC[C@H]1C(=O)N(C)C(=O)[C@H]12,1,6,-8,-51,10,·,1
CN(Cc1ccccc1)C(=O)Cn1c(=O)oc2cc(S(=O)(=O)N3CCCC3)ccc21,2,4,·,19,1,0,0
COc1cc(Cl)c(C)cc1NC(=O)CSC1=NCCS1,7,0,2,5,1,-5,0
COC(=O)c1cn(C(=O)c2ccc(OC)c(OC)c2)c2ccccc12,2,0,-7,2,-7,4,-1
O=C(O)c1ccc(OCc2occc2C(=O)O)cc1,·,·,·,-3,-3,·,4
Cc1cc(NC(=O)C(C)N2C(=O)c3ccccc3S2(=O)=O)no1 (stereo not drawn),7,-2,3,-5,-8,-2,-1
CCC(=O)N1C[C@H](C)[C@H](OC)CN(C)C(=O)c2cc(NS(=O)(=O)CC)ccc2OC[C@@H]1C,-1,19,10,1,25[16.7 µM],-2,39
C[C@@H]1CN([C@@H](C)CO)C(=O)c2cc(C3=CCCCC3)cnc2O[C@@H]1CN(C)C(=O)C1CCOCC1,2,-1,?,1,9[16.7 µM],-15,-2
C[C@H]1CN([C@@H](C)CO)C(=O)c2cccc(NC(=O)Nc3ccccc3)c2O[C@@H]1CN(C)Cc1ccc(Cl)c(Cl)c1,2,10,-31,-4,8[16.7 µM],0,0
NS(=O)(=O)c1ccc(CCNC(=O)CSc2nc3ccsc3c(=O)n2CCCCC(=O)O)cc1,7,-3,·,·,·,0,·
CCN(CCCNC(=O)CNC(=O)c1nn(-c2ccc(OC)cc2OC)c(=O)c2ccccc12)c1cccc(C)c1,1,-5,·,·,-6,-2,0
Cc1cc(OC(C)C(=O)NCc2ccncc2)c2c(C)cc(=O)oc2c1 (stereo not drawn),2,-2,13,3,-8,-12,37
O=C(Nn1c(=S)[nH]c2ccccc2c1=O)c1ccncc1,-1,4,1,-3,·,0,4
O=C(NC1CCCC(C(F)(F)F)C1)c1ccc([N+](=O)[O-])o1 (stereo not drawn),1,-14,15,19,·,0,0
CC1([N+](=O)[O-])COC(c2cccc3ccccc23)OC1 (stereo not drawn),-1,·,22,8,1,·,2
Cc1noc(C)c1NC(=O)N(C)C[C@H]1Oc2ccc(NC(=O)C3CC3)cc2CC(=O)N([C@H](C)CO)C[C@H]1C,-4,·,15,-1,6[16.7 µM],9,-2
Cc1ccccc1NC(=O)Cc1nc(COC(=O)c2cc(Br)ccc2O)cs1,-6,-2,5,4,5,2,1
O=S1(=O)[C@H]2C[C@@H]3C=C[C@@]2(CN1Cc1cccc(C(F)(F)F)c1)O3,0,3,0,9,-2,1,0
COC(=O)[C@H](Cc1ccccc1)NCCCn1cnc(C(=O)Nc2ccc(C)c(C)c2)n1,-2,0,-12,-3,-1,1,-2
N#C/C(=N\Nc1ccc(F)cc1)C(=N)N1CCCCCC1,7,-7,-14,31,28,0,-3
COCCN(C(=O)/C=C/c1cccc([N+](=O)[O-])c1)c1c(N)n(Cc2ccccc2)c(=O)[nH]c1=O,0,4,?,6,16,3,2
c1ccc(CNc2nc(CN3CCOCC3)nc3scc(-c4ccccc4)c23)cc1,·,0,·,·,-27,·,8
O=C1c2ccccc2C(=O)N1c1ccc(Br)c2cccnc12,1,·,7,13,-3,0,1
O=C1CSC(c2ccccc2F)N1c1ccccc1F (stereo not drawn),-1,-5,-3,2,-1,-6,-1
CC(C)CC#Cc1ccc2c(c1)O[C@@H](CN(C)C(=O)c1ccccn1)[C@@H](C)CN([C@H](C)CO)S2(=O)=O,-2,5,27,2,1[16.7 µM],2,-5
N#C/C(=C\c1cn(CC(=O)O)c2ccccc12)C(=O)NCc1ccccc1,-3,21,5,-4,-3,4,1

# One compound at a time, as listed above. Order of screens: ERp5 block | ARNT TACC3 PPI | Statin myotox sup | esBAF inh | miR122 inh | SIRT5 inh | Cneo AK release
# Profile of c1ccc(CNc2nc(CN3CCOCC3)nc3scc(-c4ccccc4)c23)cc1 : · | 0 | · | · | -27 | · | 8
# Profile of N#C/C(=N\Nc1ccc(F)cc1)C(=N)N1CCCCCC1 : 7 | -7 | -14 | 31 | 28 | 0 | -3

# Continuation:
SMILES,ERp5 block,ARNT TACC3 PPI,Statin myotox sup,esBAF inh,miR122 inh,SIRT5 inh,Cneo AK release
C=CCNC(=O)c1onc(CSc2ccc(OC)cc2)c1C(=O)O,1,-8,18,3,-9,-3,1
COc1ccc(CNC(=O)c2c(O)c3cccc4c3n(c2=O)CCC4)cc1,·,-14,2,-6,-2,·,-3
CCOC(=O)C1(CCCc2ccccc2)CCN(C2CCN(C(C)=O)CC2)CC1,-3,-4,0,-8,-1,18*,-8
Cc1nn(CC(=O)NCCCc2ccccc2)c(C)c1[N+](=O)[O-],8,-16,·,·,·,1,·
O=C(C[C@@H]1CC[C@H]2[C@@H](COC[C@H](O)CN2Cc2ccc3c(c2)OCO3)O1)Nc1ccccc1,1,2,0,-3,-5[16.7 µM],0,51
CC(NC(=S)Nc1ccc(OC(F)F)c(Cl)c1)C(C)(C)C (stereo not drawn),-8,0,-13,-4,·,·,-1
Cc1cc(C)cc(OCC(=O)OCC(=O)c2c(N)n(C)c(=O)n(C)c2=O)c1,·,-6,-1,-6,-1,·,1
CCOc1cc(/C=N/OC(C)=O)ccc1OCc1ccccc1,-4,-5,2,2,-2,-3,-2
O=C(NC(=S)N1CCOCC1)c1ccc(F)cc1,-5,-19,-10,4,0,2,18
CC(C)Cc1nc(N2CCOCC2)c(C#N)c2c1COC(C)(C)C2,·,-23,·,·,-8,·,1
O=C(C[C@H]1CC[C@H]2[C@@H](COC[C@H](O)CN2Cc2cccc(C(F)(F)F)c2)O1)NCc1ccncc1,1,-1,15,-7,10[16.7 µM],17*,1
CCOc1ccc(NC(=O)C2C3C=CC4(O3)C2C(=O)N(Cc2cccnc2)C4C(=O)NC2CCCCC2)cc1 (stereo not drawn),·,-3,21,-7,·,·,1
COc1ccc(CNCc2ccc(C)cc2)c(OC)c1,-1,-2,-4,5,1,4,1
Cc1noc(C)c1NC(=O)N(C)C[C@H]1Oc2ccc(NC(=O)CCCCCC(=O)Nc3ccccc3N)cc2CC(=O)N([C@H](C)CO)C[C@H]1C,-1,·,-18,-4,-5[16.7 µM],-5,-2
CC1CCCN(CC(O)COc2ccc(-c3ccccc3)cc2)C1 (stereo not drawn),1,-1,-1,-6,6,-1,-2
CSc1nc2nc3c(cc2c(=O)n1-c1ccccc1C)CCCC3,2,-13,·,·,-6,-1,2
CCCNC(=O)C[C@@H]1CC[C@H]2[C@@H](COC[C@@H](O)CN2C(=O)Nc2ccccc2OC)O1,3,-19,2,-8,9[16.7 µM],2,6
CC1CCCC(NC(=O)COC(=O)c2ccccc2C(=O)N(C)C2CCCCC2)C1C (stereo not drawn),2,·,-73,6,7,·,2
COc1ccc2[nH]c(=O)c(CN(C)C(=O)COc3ccccc3)cc2c1,·,5,72*,-6,0,·,3
Cn1cccc1C(=O)NC(=O)COC(=O)CC12CC3CC(CC(C3)C1)C2,·,-8,·,·,-1,·,1
CC(=O)Nc1ccc2c(c1)C(=O)N(C)[C@H]1CC[C@@H](CC(=O)NCCCN3CCOCC3)O[C@H]1CO2,·,·,-18,-4,-25[16.7 µM],2,-1
NC(=O)NC(=O)COC(=O)c1ccc(Cl)c(S(=O)(=O)N(Cc2ccccc2)c2ccc(Cl)cc2)c1,·,-21,22,-3,8,·,·
CC(C)NC(=O)N(C)C[C@@H]1Oc2c(NS(C)(=O)=O)cccc2C(=O)N([C@@H](C)CO)C[C@H]1C,0,-9,1,-14,-7[16.7 µM],1,5
N#Cc1ccc(-c2ccc3c(c2)[C@H]2[C@H](CCN2Cc2ccc4c(c2)OCO4)[C@@H](CO)N3)cc1,-1,-18,-4,-9,-17[16.7 µM],-6,-6

# Reformatted with values under each structure: entries from further up.
# Each structure is followed by: ERp5 block | ARNT TACC3 PPI | Statin myotox sup | esBAF inh | miR122 inh | SIRT5 inh | Cneo AK release
CC(=O)Nc1ccc2c(c1)C(=O)N(C)[C@H]1CC[C@@H](CC(=O)NCCCN3CCOCC3)O[C@H]1CO2
    · | · | -18 | -4 | -25[16.7 µM] | 2 | -1
CC(C)NC(=O)N(C)C[C@@H]1Oc2c(NS(C)(=O)=O)cccc2C(=O)N([C@@H](C)CO)C[C@H]1C
    0 | -9 | 1 | -14 | -7[16.7 µM] | 1 | 5
CSc1nc2nc3c(cc2c(=O)n1-c1ccccc1C)CCCC3
    2 | -13 | · | · | -6 | -1 | 2
CCCNC(=O)C[C@@H]1CC[C@H]2[C@@H](COC[C@@H](O)CN2C(=O)Nc2ccccc2OC)O1
    3 | -19 | 2 | -8 | 9[16.7 µM] | 2 | 6

# (cont.)
SMILES,ERp5 block,ARNT TACC3 PPI,Statin myotox sup,esBAF inh,miR122 inh,SIRT5 inh,Cneo AK release
Cc1ccccc1NC(=O)c1ccccc1NC(=O)c1ccccc1F,5,3,46,0,3,-2,0
Cc1cc(-c2sccc2Br)nc(-n2cccc2)n1,2,-6,·,·,·,0,·
C[C@H]1CN([C@@H](C)CO)C(=O)c2cc(C#CC3CC3)cnc2O[C@H]1CN(C)C(=O)Nc1ccc(F)cc1,-1,2,15,-33,1[16.7 µM],0,1
CNC[C@@H]1Oc2cc(C#Cc3cccnc3)ccc2S(=O)(=O)N([C@@H](C)CO)C[C@H]1C,-1,-4,6,7,-4[16.7 µM],3,-1
COc1cccc(/C=C/C(=O)OCC(=O)NC2CC2)c1OC,5,-5,-1,-5,-7,·,-1
Cc1ccc(S(=O)(=O)NC(=NCC(=O)O)c2ccc(F)cc2)cc1,·,-2,3,-4,-8,·,11
COCCCN(C(=O)Cc1ccc(Cl)c(Cl)c1)c1c(N)n(Cc2ccccc2)c(=O)[nH]c1=O,2,-2,13,-10,-1,0,3
O=C(NNC1=Nc2cccc3cccc1c23)c1ccc(Br)cc1,4,5,·,·,14,0,·
Cc1cc2cc(C(c3nnnn3CC3CCCO3)N3CCCc4ccccc43)c(=O)[nH]c2cc1C (stereo not drawn),·,1,1,2,24,·,1
COc1ccc(S(=O)(=O)N2CCN(c3ncccn3)CC2)cc1OC,5,-3,8,-2,-3,·,-2
CCc1ccc(-c2cc(C)no2)cc1S(=O)(=O)N1CCN(c2ccccc2F)CC1,-5,2,14,-7,-1,-4,2
O=C1OCCC1Sc1nnnn1-c1ccc(Cl)cc1 (stereo not drawn),1,-5,·,·,·,1,·
O=C(NCCNC(=O)c1ccc(Cl)cc1Cl)c1ccccn1,2,-15,0,4,-4,-24,-3
O=C(Nc1ccc2nc(C3CC3)n(Cc3ccccc3)c(=O)c2c1)C1CC1,-2,1,-15,67*,5,-2,·

# Screening results deposited in PubChem by Broad Institute.
